APEX1 inh: qHTS Assay for Inhibitors of the Human Apurinic/apyrimidinic Endonuclease 1 (APE1); DNA repair nuclease/redox regulator APEX1 (Homo sapiens), P27695; recombinant APE1, TAMRA/BHQ-2 abasic DNA cleavage fluorescence; Potency, µM (titrated, usually from 65.8 µM), without a hit: at the top dose activity change, negative = inhibition, most hits filed as inhibitors; 350,000 tested, 0.35% active; AID 2517, 2012;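 note: potency is the fitted concentration of half-maximal effect; plate controls were vehicle for no effect and reference inhibitor for full effect; nearly all actives have a fitted effect of over 55% in size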
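Incision of a quenched TAMRA/BHQ-2 THF abasic-site duplex (50 nM) by 0.75 nM APE1, after 15 min compound preincubation, measured as fluorescence increase over three 60 s reads. Values normalized to buffer, DMSO and NSC13755 control wells.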
POLK inh: qHTS for Inhibitors of Polymerase Kappa; DNA polymerase kappa (Homo sapiens), Q9UBT6; purified Pol kappa, fluorescent DNA synthesis assay, 10 min; Potency, µM (top dose mostly 107 µM), inactives show at the top dose activity, negative = inhibition, usual class: inhibitors; 400,000 tested, 0.53% active; AID 588579, 2011; note: potency is the fitted concentration of half-maximal effect; % is set by controls: 0 for no effect and ±100 for the full control effect
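Fluorescent qHTS in 1536-well format: enzyme (10 nM) and compound sat 15 min at room temperature before 50 nM substrate (final) was added. Signal taken at 0 and 10 min; no-enzyme buffer wells were negative controls.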
12-LOX inh: Primary qHTS assay for inhibitors of human arachidonate 12S-lipoxygenase (ALOX12): Round 2. Polyunsaturated fatty acid lipoxygenase ALOX12 (Homo sapiens), P18054. purified 12hLO, xylenol orange hydroperoxide absorbance. Potency, µM (top dose mostly 108 µM), without a hit: top-dose activity change, negative = inhibition, hits mostly inhibitors. 580,000 tested, 1.1% active. AID 1671190, 2021; note: potency is the fitted concentration of half-maximal effect; % is set by controls: 0 for no effect and ±100 for the full control effect
Target sequence (P18054 whole entry, looked up): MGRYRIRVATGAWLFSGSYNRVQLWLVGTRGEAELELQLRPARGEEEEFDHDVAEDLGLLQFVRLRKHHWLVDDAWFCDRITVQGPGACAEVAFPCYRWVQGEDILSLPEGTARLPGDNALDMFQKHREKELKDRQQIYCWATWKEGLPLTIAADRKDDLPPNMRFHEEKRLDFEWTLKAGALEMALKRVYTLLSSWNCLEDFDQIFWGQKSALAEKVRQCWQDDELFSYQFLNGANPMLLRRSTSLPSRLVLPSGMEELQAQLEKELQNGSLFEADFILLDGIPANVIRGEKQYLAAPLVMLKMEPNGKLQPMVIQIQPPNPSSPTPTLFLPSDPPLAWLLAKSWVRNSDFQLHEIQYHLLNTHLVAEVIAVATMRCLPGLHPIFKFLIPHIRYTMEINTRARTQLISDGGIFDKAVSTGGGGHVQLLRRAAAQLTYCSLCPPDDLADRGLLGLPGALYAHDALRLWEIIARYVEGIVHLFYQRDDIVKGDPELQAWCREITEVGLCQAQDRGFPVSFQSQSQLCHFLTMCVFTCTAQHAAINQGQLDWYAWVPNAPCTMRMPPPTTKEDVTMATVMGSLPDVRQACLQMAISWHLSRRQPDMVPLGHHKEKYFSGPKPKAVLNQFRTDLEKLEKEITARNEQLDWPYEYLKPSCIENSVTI
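Hydroperoxide product was detected by ferrous iron/xylenol orange as the 573 to 405 nm absorbance ratio. Arachidonic acid at 40 uM (final) was turned over for 30 min at room temperature by 150 nM human 12hLO, pH 7.0 Hepes buffer, after 15 min compound preincubation.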
ERG Ets-DNA blk: qHTS for Small Molecule Inhibitors of the ERG Ets/DNA interaction. Transcriptional regulator ERG (Homo sapiens), P11308. fluorescence polarization, His-ERG Ets domain / labelled DNA. Potency, µM (series often up to 76.9 µM), without a hit: at the highest dose FP activity, negative = inhibition, hits mostly inhibitors. 370,000 tested, 0.028% active. AID 624246, 2012; active = well fitted inhibition curve with a large enough effect in the polarisation, with a control signal flat; inconclusive = small, poorly fitted or top-dose-only effect, or effect the other way, or a change in a side signal; inactive = no such curve, though single readings can be large or run the other way; the % refers to the polarisation;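 note: polarization taken with two DNA probes labelled with fluorescein and Texas red; potency is the fitted concentration of half-maximal effect; % of control where 0% means no effect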
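His-tagged ERG Ets domain (1 uM in the protein solution; 300mM KCl, 50mM Tris-HCl, 1mM EDTA, 1mM DTT, pH 7.5) received compound, then a probe mix of 5 nM fluorescein-DNA and 100nM Texas-615-DNA. Fluorescence polarization was read for both dyes.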
Pol iota inh: qHTS for Inhibitors of Polymerase Iota; Pol iota fluorescent replication assay, 10 min; Potency, µM (doses to about 115 µM), without a hit: top-dose activity, negative = inhibition, usual class: inhibitors; 390,000 tested, 1% active; AID 588590, 2011; note: potency is the fitted concentration of half-maximal effect
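Pol iota at 10 nM preincubated 15 min with compounds at room temperature; reaction started with fluorescent substrate, 50 nM final. Fluorescence read kinetically at 0 and 10 min; buffer-only wells as negative control.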
BLM helicase inh: qHTS Assay for Inhibitors of Bloom's syndrome helicase (BLM) | Potency, µM (highest dose often 56.1 µM), inactives show at the top dose activity change, negative = inhibition, most hits filed as inhibitors | RecQ-like DNA helicase BLM (Homo sapiens), P54132 | 350,000 tested, 0.2% active | recombinant BLM DNA unwinding, fluorescence dequenching;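 note: potency is the fitted concentration of half-maximal effect; plate controls were vehicle for no effect and no enzyme for full effect; nearly all actives have a fitted effect of over 35% in size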
Apoferritin bind: qHTS Assay for Identification of Novel General Anesthetics; AID 485281, 2010; Potency, µM (top dose mostly 77.5 µM), without a hit: at the highest dose activity change, negative = displacement, most hits filed as inhibitors; 350,000 tested, 0.074% active; apoferritin/1-aminoanthracene competitive binding, fluorescence; note: potency is the fitted concentration of half-maximal effect; % is set by controls: 0 for no effect and ±100 for the full control effect; nearly all actives have a fitted effect of over 20% in size
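Read-out: endpoint 1-AMA fluorescence, excitation 380 nm and emission 535 nm, after compounds sit 10 min at room temperature with 10 uM horse-spleen apoferritin in 50% saturated 1-AMA/PBS. Values come from four-parameter Hill fits.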
POLB inh: qHTS Assay for Inhibitors of DNA Polymerase Beta. 340,000 tested, 1.3% active. AID 485314, 2010. Pol beta primer extension/strand displacement, fluorescence kinetic. Potency, µM (doses to about 114 µM), for the others: at the highest dose activity change, negative = inhibition, usual class: inhibitors; note: potency is the fitted concentration of half-maximal effect; % is set by controls: 0 for no effect and ±100 for the full control effect
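Reaction started by 50 nM substrate onto compound-treated Pol beta (10 nM, 15 min preincubation, room temperature); plates read at 0 min and 10 min. Normalized concentration-effect data fitted by four-parameter Hill equation.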
TRHR ag: qHTS for Small Molecule Agonists and Allosteric Enhancers of Human TRH Receptor: Primary Screen for Agonists; 360,000 tested, 0.18% active; Thyrotropin-releasing hormone receptor (Homo sapiens), P34981; TRHR cells, calcium flux fluo-8, FDSS agonist mode; activation, % at 2 µM; in the data active = activation above about 30%; note: 0% is about no effect
Target sequence (P34981 whole entry, looked up): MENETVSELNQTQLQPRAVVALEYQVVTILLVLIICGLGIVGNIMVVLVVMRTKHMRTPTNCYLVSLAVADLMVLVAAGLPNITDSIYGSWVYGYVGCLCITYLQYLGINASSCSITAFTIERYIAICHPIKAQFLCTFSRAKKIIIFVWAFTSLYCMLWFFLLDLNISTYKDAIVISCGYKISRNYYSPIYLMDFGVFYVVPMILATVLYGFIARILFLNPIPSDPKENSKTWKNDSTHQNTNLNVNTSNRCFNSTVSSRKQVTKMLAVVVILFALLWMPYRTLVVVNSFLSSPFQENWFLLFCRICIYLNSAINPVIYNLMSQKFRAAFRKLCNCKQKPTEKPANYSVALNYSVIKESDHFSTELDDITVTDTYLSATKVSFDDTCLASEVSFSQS
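Steps: seed TRHR cells overnight; add fluo-8 no-wash Ca dye, RT 30 min–1.5 h; record 10 s baseline; pin-transfer compounds; monitor fluorescence 1 cycle/s for the agonist window. Calcium increases flag candidate agonists.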
Numbers without * were called inactive; ? = inconclusive; nt = not tested or not shown; & = joins results of further samples; [ ] = another dose, or the depositor's remark. Unless noted, calls come from the whole dose curve; as a rule, active = well fitted curve in the direction sought with a large enough effect; inconclusive = small, poorly fitted or top-dose-only effect, or another doubt; inactive = no such curve, though single readings can be large; an effect the other way counts as inactive or inconclusive. Some of the compounds tested; count on the stated rates, not on these rows.

Below each compound: APEX1 inh	POLK inh	12-LOX inh	ERG Ets-DNA blk	Pol iota inh	BLM helicase inh	Apoferritin bind	POLB inh	TRHR ag
> CC(OC(=O)[C@@H](NC(=O)c1ccco1)C(C)C)C(=O)Nc1ncc(Cl)cc1Cl (stereo partly drawn)
→ 18.4%	-7.4%	3.3%	-0.8%	-27.4%	nt	nt	nt	nt
> COc1ccc(C(=O)C2CCCN(Cc3cn(C)nc3-c3ccccc3)C2)cc1F (stereo not drawn)
→ -0.9%	-4.9%	-8.9%	-14.1%	1.5%	-4.7%	-9.2%	?	0.2
> CCOC(=O)CNC(=O)Cn1cnc2c(oc3ccccc32)c1=O
→ -3.2%	4.5%	-9.0%	-5.7%	13.6%	-2.7%	-4.9%	50.5%[activator]	1.0
> Cc1cccc(CCNC(=O)C2CCCN(S(=O)(=O)c3cnc[nH]3)C2)c1 (stereo not drawn)
→ 11.4%	1.0%	-0.8%	0.4%	15.8%	2.4%	9.4%	1.0%	-0.8
> Cc1ccc(OCCC(=O)OCC(=O)NC2CCS(=O)(=O)C2)cc1 (stereo not drawn)
→ 10.1%	-4.0%	-3.9%	14.6%	8.9%	nt	nt	nt	-0.2
> CCCn1c(SCC(=O)Nc2sc(C)c(C)c2C#N)nnc1C(C)C
→ -1.8%	-17.2%	-12.9%	-1.4%	38.9%[activator]	-10.1%	?	31.7%	-0.6
> NC1=NC2(CCCCC2)N(c2ccc(F)cc2)C(N)=N1
→ -2.4%	-9.5%	0.0%	1.8%	10.6%	-8.5%	-7.5%	-5.4%	-0.1
> CCOC(=O)Nc1cc2c(cc1[N+](=O)[O-])-c1ccccc1C2=O
→ nt	-18.0%	-3.1%	-4.9%	64.7%[activator]	nt	nt	nt	nt
> C=CCOc1ccc(C2NC(=O)c3ccccc3O2)cc1 (stereo not drawn)
→ 5.7%	-4.8%	0.2%	20.3%	97.2%[activator]	-4.4%	-10.4%	20.5%	0.1
> Cc1cc(F)c(F)c(C(=O)N2CCN(C)CC2)c1Cl
→ 5.2%	-12.6%	0.0%	-4.7%	5.4%	1.5%	-8.2%	0.9%	0.6
> CCc1cccc(NS(=O)(=O)c2ccc3c(c2)CC(C)N3C(=O)C2CC2)c1 (stereo not drawn)
→ nt	-0.6%	?	2.0%	22.5%	-6.8%	3.9%	-0.9%	0.1
> C=CCn1c(CNS(=O)(=O)c2ccc(Br)cc2)n[nH]c1=S
→ 12.2%	0.1%	?	4.4%	34.1%[activator]	-4.5%	-0.7%	7.1%	0.7
> C=CCN(c1ccccc1)S(=O)(=O)c1cccc(C(=O)NNC(=O)c2ccncc2)c1
→ 17.7%	4.5%	8.6%	1.4%	?	nt	nt	nt	-0.2
> CCc1ccc(CNC(=O)c2ccc3c(c2)N=C(C)c2cc(C)ccc2S3)cc1
→ nt	12.3%	?	3.7%	14.7%	-7.5%	-6.8%	-0.2%	2.0
> COc1cccc(CNC(=O)Cn2nc([N+](=O)[O-])c(Br)c2C)c1
→ 15.4%	-0.3%	22.0%	-5.8%	-0.1%	-2.4%	-8.3%	11.4%	-0.3
> CCOC(=O)c1cnc(COc2ccc(OC)cc2)[nH]c1=O
→ 5.4%	-2.6%	-70.3%	-6.2%	-22.5%[58.9 µM]	1.1%	-7.4%	0.0%	-0.1
> COc1ccc(C(=O)c2cn(Cc3ccccc3)c3ccccc3c2=O)cc1OC
→ nt	4.8%	-25.7%	1.7%	-10.8%	2.2%	?	-5.3%	-0.4
> COc1ccc(CNC(=O)CCCn2nc(C)c([N+](=O)[O-])c2C)cc1
→ -0.7%	-12.1%	0.8%	2.1%	20.9%	0.4%	0.5%	-15.7%	-0.2
> CN1C(=O)NC(c2ccc([N+](=O)[O-])cc2)C2=C1CC(C)(C)CC2=O (stereo not drawn)
→ 11.4%	6.3%	70.9%[activator]	-2.7%	-4.5%	-0.6%	-4.8%	18.4%	1.1
> Cc1ccc(C(C(=O)Nc2ccc3c(c2)OCO3)N(C)C(=O)Cc2c[nH]c3ccccc23)cc1 (stereo not drawn)
→ -1.9%	-16.9%	-17.3%	20.3%	51.9%[activator]	-10.6%	-0.5%	1.9%	0.1
> CCCc1cc(=O)[nH]c(SCc2nc3ccc([N+](=O)[O-])cc3[nH]2)n1
→ 4.1%	-6.0%	-0.4%	-1.5%	-14.3%	-4.1%	-3.0%	4.7%	-0.5
> CCCCC/C=C\C/C=C\CCCCCCCCCC(=O)O
→ 24.9%&-0.9%	1.8%[19.4 µM]	7.4%[12.5 µM]	nt	nt	1.9%	-2.5%	nt	nt
> CCc1cccc(NC(=O)c2c(C)oc3nc(C)nc(N4CCCC4)c23)c1
→ nt	-4.4%	-0.6%	3.4%	22.8%	1.2%	-9.1%	5.3%	-0.7
> Cc1nc(-c2ccc(NC(=O)C3CCCCC3)cc2)cs1
→ -1.9%	-9.2%	-1.8%	0.1%	0.5%	-2.3%	-7.3%	19.0%	-0.5
> CCC(C(=O)O)N1C(=O)c2ccccc2C1=O (stereo not drawn)
→ -1.5%	-9.9%[60.1 µM]	-20.5%	nt	-22.2%	1.5%	-8.5%	7.7%	0.1
> O=C1[C@H](Cc2ccccc2)NCCCC[C@H](c2ccc(Cl)cc2)N1Cc1ccccc1
→ nt	-3.8%&-19.4%	-0.6%	-4.3%	20.4%&13.8%	nt	nt	nt	nt
> CCOc1ccc(C(c2c(O)nc(SC)n(C)c2=O)c2c(O)nc(SC)n(C)c2=O)cc1
→ 22.1%	2.0%	-15.4%	-10.2%	-11.5%	-3.2%	-3.6%	2.5%	-0.1
> O=C(c1cccs1)N1CCN(S(=O)(=O)c2ccc(F)cc2)CC1
→ -3.1%	-11.1%	0.0%	9.8%	-6.8%	-4.4%	-3.3%	0.4%	0.1
> CCC(C)C(NC(=O)c1ccccc1NC(=O)c1ccco1)C(=O)NNC(=O)c1ccncc1 (stereo not drawn)
→ -3.1%	-9.4%	56.7%[activator]	0.5%	-38.0%	0.2%	-10.0%	4.3%	0.1
> COc1ccccc1NC(=O)c1ccc(S(=O)(=O)NCc2ccco2)cc1
→ 12.1%	-4.1%	-31.5%	-5.7%	33.0%[activator]	-2.2%	4.3%	-0.1%	-0.3
> COc1ccc(S(=O)(=O)NCCS(=O)(=O)N2CCN(c3ccccc3)CC2)cc1OC
→ nt	-5.1%[60.1 µM]	-15.8%	-1.1%	10.1%	0.0%	49.6%[activator]	-10.7%	-0.6
> Cc1ccc2nsnc2c1S(=O)(=O)NCc1cccnc1
→ 0.1%	-1.1%	0.0%	-3.7%	29.2%	-2.3%	4.7%	-23.8%	2.4
> O=C(Nc1cc(SCCO)cc([N+](=O)[O-])c1)c1ccco1
→ -8.7%	-6.4%	23.2%	10.0%	11.3%	-0.5%	-10.7%	20.0%	-0.4
> COc1ccc(CCNc2oc(COc3ccccc3F)nc2C#N)cc1OC
→ -3.3%	-12.3%	-2.0%	-7.2%	-3.3%	-3.5%	-4.8%	1.5%	-1.1
> O=C(NC1CCCCCCC1)c1cc(COc2ccc3ncccc3c2)on1
→ 14.1%	4.6%	9.5%	-1.3%	97.1%[activator]	-8.4%	?	9.5%	-0.3
> CC(C)c1ccc(C(=O)NCCCN(C)C)cc1
→ 0.2%	-16.8%	21.3%	-1.4%	15.4%	1.1%	3.1%	28.4%	0.4
> O=C(NNS(=O)(=O)c1ccccc1)C1CC(c2cccnc2)=NO1 (stereo not drawn)
→ 13.4%	1.3%	-30.4%	1.1%	75.1%[activator]	-4.4%	1.0%	?	0.4
> COc1ccc(C(C(=O)NC2CCCC2)N(CCO)C(=O)Cn2nnc(-c3ccc(C)o3)n2)cc1OC (stereo not drawn)
→ -1.1%	-15.7%	0.0%	-0.4%	-7.5%	-7.1%	-7.0%	?	-0.1
> COc1ccc(N2C(=O)CS(=O)(=O)C23C(=O)N(Cc2ccccc2)c2ccccc23)cc1 (stereo not drawn)
→ nt	1.0%	-8.3%	11.3%	12.4%	-6.6%	6.0%	70.3%	1.4
> C[C@H](CO)N1C[C@H](C)[C@H](CN(C)Cc2ccccc2)Oc2ccc(NC(=O)Nc3ccc(F)cc3)cc2C1=O
→ 9.6%	-2.2%	?	-1.6%	3.4%	nt	nt	nt	nt
> CCCCCC(=O)Nc1nc(C)c(-c2csc(Nc3cc(Cl)ccc3OC)n2)s1
→ -8.4%	-35.5%	-11.4%	8.1%	?	-6.1%	-18.3%	-3.8%	0.5
> CCCCc1ccc(C(=O)Nc2ccc3nc(N(CC)CC)cc(C)c3c2)cc1
→ nt	2.4%	-17.1%	7.6%	-7.2%	-6.0%	269.7%[activator]	-0.9%	0.3
> O=C(CCC(=O)N(CC(=O)NC1CCCCC1)c1ccccc1F)Nc1nccs1
→ 24.6%	-14.7%	8.6%	-13.7%	1.8%	-4.8%	-4.8%	33.0%	0.2
